Screening data from PubChem BioAssay.
NOD2 RIPK2 PPI: NOD2-RIPK2 protein interaction inhibition. O43353. CHO BLA complementation NOD2-RIPK2, CCF4 ratio. inhibition, % at 4.98 µM. actives 0.38% (n = 360,000); in the data active means inhibition above about 21%;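 further: 0% = vehicle only and 100% = reference blocker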
NCOA1 inh: inhibitors of human steroid receptor coactivator 1 (SRC1). actives 0.12% (n = 360,000). HEK293 GAL4-SRC1 luciferase reporter, luminescence. Q15788. inhibition, % at 3.6 µM;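 active means inhibition above the campaign mean plus 3 SD, with each screening campaign given its own cutoff, cut at about 60% in these data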;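 further: 0% = DMSO treated cells and 100% = gossypol at 36 µM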
TROY NFkB inh: inhibitors of TROY-dependent NF-kB signaling; Q293 LMP1-TROYcd NF-kB luciferase reporter, 4 h; inhibition, % at 10 µM; actives 0.98% (n = 360,000); AID 1347056;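 active means compounds whose plate-normalised and pattern-corrected inhibition of the luciferase reporter signal at the single screening dose is 50% or more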
TWEAK Fn14 block: inhibitors of TWEAK-Fn14 interaction signaling | TWEAK-stimulated Fn14 reporter cells, luciferase luminescence, 8 h | actives 2% (n = 360,000) | inhibition, % at 10 µM; in the data active means inhibition above about 50%
LRH-1 inv ag: inverse agonists of human LRH-1 (NR5A2); HEK293T StAR-luciferase reporter, LRH-1 transfected, 24 h; inhibition, % at 3.6 µM; actives 0.13% (n = 360,000);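 active means inhibition above the mean inhibition of all tested compounds plus 3 SD, cut at about 73% in these data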;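 further: 0% = DMSO wells and 100% = reporter-only cells lacking LRH-1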
Target sequence (O00482 whole entry, looked up): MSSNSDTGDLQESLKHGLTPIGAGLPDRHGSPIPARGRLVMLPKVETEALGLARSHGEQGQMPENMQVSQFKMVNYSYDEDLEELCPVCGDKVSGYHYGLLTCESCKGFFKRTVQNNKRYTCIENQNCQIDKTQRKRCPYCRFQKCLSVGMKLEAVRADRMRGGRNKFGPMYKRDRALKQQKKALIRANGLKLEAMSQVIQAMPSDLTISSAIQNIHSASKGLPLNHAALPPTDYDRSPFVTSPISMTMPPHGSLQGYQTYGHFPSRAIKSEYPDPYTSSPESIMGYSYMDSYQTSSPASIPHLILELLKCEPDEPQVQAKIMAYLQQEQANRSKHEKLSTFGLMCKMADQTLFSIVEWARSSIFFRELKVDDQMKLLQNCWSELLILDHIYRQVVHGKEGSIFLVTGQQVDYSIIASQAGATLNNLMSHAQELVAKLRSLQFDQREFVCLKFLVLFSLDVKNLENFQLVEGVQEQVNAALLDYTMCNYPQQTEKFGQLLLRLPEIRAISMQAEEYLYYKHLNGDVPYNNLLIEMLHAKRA
COUP-TFII inh: NR2F2 (human) inhibition, primary screen | P24468 | HEK293T NGFI-A luciferase reporter, luminescence | inhibition, % at 8.6 µM | actives 0.7% (n = 370,000) | AID 686940;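 active means inhibition above a per-plate cutoff, mean inhibition of test wells between control levels plus 3 SD, cut at about 38% in these data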;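 further: cells cotransfected with COUP-TFII expression vector driving the NGFI-A reporter; 0% = median of COUP-TF2 test wells and 100% = reporter-only cells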
Target sequence (P24468 whole entry, looked up): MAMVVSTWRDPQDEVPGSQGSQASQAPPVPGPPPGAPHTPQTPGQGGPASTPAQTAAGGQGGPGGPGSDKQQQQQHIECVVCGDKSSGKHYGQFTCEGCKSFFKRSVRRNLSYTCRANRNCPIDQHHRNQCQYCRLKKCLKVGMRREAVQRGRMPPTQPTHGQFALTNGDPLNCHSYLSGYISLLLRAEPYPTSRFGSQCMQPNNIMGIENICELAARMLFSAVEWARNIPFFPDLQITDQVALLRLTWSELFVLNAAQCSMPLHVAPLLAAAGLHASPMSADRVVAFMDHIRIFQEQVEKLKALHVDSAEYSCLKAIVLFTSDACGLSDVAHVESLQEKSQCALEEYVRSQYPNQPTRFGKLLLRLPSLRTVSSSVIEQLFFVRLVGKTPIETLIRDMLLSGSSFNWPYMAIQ
TLR9-MyD88 block: TLR9-MyD88 interaction inhibition. inhibition, % at 4.98 µM. actives 0.21% (n = 340,000). CHO BLA complementation TLR9-MyD88, CCF4 FRET ratio;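 active means inhibition above the mean over all tested compounds plus 3 SD, cut at about 21% in these data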;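 further: 0% = DMSO only wells and 100% = clavulanate BLA inhibitor control wells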
SRC3 inh: inhibitors of human steroid receptor coactivator 3 (SRC3) | Q9Y6Q9 | HEK293 GAL4-SRC3 luciferase reporter, luminescence | inhibition, % at 3.6 µM | actives 0.17% (n = 360,000) | AID 588352;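 active means inhibition above a per-campaign cutoff, the mean of all compounds plus 3 SD, cut at about 60% in these data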;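 further: 0% = DMSO-treated cells and 100% = gossypol-treated cells at 36 µM; higher means less SRC3-driven luciferase light from the GAL4 reporter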
NCOA2 inhibitor: inhibits human steroid receptor coactivator 2; HEK293 GAL4-SRC2 luciferase reporter, luminescence; inhibition, % at 9 µM; actives 0.17% (n = 370,000); AID 651957;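 active means inhibition above the mean inhibition of all tested compounds plus 3 SD, set per campaign, cut at about 52% in these data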;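 further: 0% = DMSO treated cells and 100% = cells given Gossypol at 36 µM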
EBV LMP1 NFkB: reduces LMP1-driven NF-kappaB luciferase signal. LMP1-induced NF-kappaB luciferase reporter cells, luminescence. inhibition, % at 12.5 µM. actives 0.69% (n = 350,000); in the data active means inhibition above about 41%; inconclusive means no clear call, values can overlap the other calls;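 further: 0% = neutral control wells and 100% = reference inhibitor control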
TRAIL sens C8: sensitizes caspase-8 expressing cells to TRAIL. NB7+C8 cells + TRAIL, ATPlite viability luminescence. inhibition (viability loss, TRAIL sensitization), % at 10 µM. actives 1% (n = 360,000);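 active means compounds causing at least 50% loss of cell viability in the single-dose screen, relative to plate controls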
Active calls of the source: *; ? = inconclusive; . = no result given.

SMILES	NOD2 RIPK2 PPI	NCOA1 inh	TROY NFkB inh	TWEAK Fn14 block	LRH-1 inv ag	COUP-TFII inh	TLR9-MyD88 block	SRC3 inh	NCOA2 inhibitor	EBV LMP1 NFkB	TRAIL sens C8
CCC1Sc2ccc(S(=O)(=O)CCC(=O)Nc3ccc(OC(F)(F)F)cc3)cc2NC1=O (stereo unspecified)	8	15	36	7	5	-8	-5	14	-3	7	6
CN(C)c1ccc(C2C3=C(CCCC3=O)OC3=C2C(=O)CCC3)cc1	2	-10	-1	14	4	-11	-6	8	-20	-4	-23
Cc1cc(Cl)c2oc(C(=O)N3CCN(C(=O)c4ccco4)CC3)c(C)c2c1	5	-34	-67	-44	-51	-38	12	-45	-69	-10	-7
Cc1ccc(F)c(S(=O)(=O)NC(=O)C2(C)CCN2C(=O)COc2ccc(Cl)cc2)c1 (stereo unspecified)	-2	-9	-2	11	4	9	.	11	-2	.	-10
Cc1nc(N2CCN(C)CC2)c2c(C)c(C(=O)Nc3ccc(F)cc3)sc2n1	1	16	4	-27	-2	5	1	22	16	-6	0
COc1cc(NC(=O)C(C)Oc2ccccc2)c(C(=O)O)cc1OC (stereo unspecified)	0	2	5	-9	12	4	0	11	6	0	-4
CCOC(=O)C(NCCc1ccccc1F)(NC(C)=O)C(F)(F)F (stereo unspecified)	-5	-10	9	2	-20	0	-19	8	0	-8	-14
CCc1nnc(NC(=O)Cc2cc(OC)c(OC)c(OC)c2)s1	-6	-6	-11	0	5	-3	1	9	-7	0	2
COc1cc(OC)cc(C(=O)OCC(=O)NCc2ccco2)c1	-10	-24	-7	29	1	4	8	-13	-18	2	-3
COc1ccccc1NC(=O)COc1ccc(/C=N/NC(=O)CSCc2cc(C)cc(C)c2)cc1	-10	3	37	25	17	13	1	13	-18	2	1
COc1ncnc(OC)c1NC(=O)c1ccc(F)cc1	-6	5	1	6	-14	-6	0	22	2	11	3
O=C(OCc1ccccc1)c1cccc(-c2nnn(Cc3ccccc3)n2)c1	0	-60	-45	5	-57	-32	-2	-40	-21	-22	-9
O=C(CSc1ccc(-c2cccc([N+](=O)[O-])c2)nn1)NC1CCCC1	-12	3	-6	-7	0	18	-11	18	-11	?	12
CCC(CC)C(=O)Nc1nnc(SCC(=O)NC2CCCCC2)s1	-9	9	1	12	5	3	6	-7	-18	-2	-6
COC(=O)c1cc(S(=O)(=O)N2CCCC(C)C2)cn1C (stereo unspecified)	-13	0	12	6	6	-4	-7	9	13	-5	0
CCOC(=O)CCSCC(=O)N1N=C(c2cccs2)CC1c1ccc(C)cc1 (stereo unspecified)	2	-4	-34	5	22	4	5	-6	2	5	3
Cc1nccc(-c2sc(-c3cccs3)nc2C)n1	-17	-46	59*	-10	-18	-34	0	-20	-29	-17	18
CC12CCC(=O)N1C(C(=O)Nc1cc(C(F)(F)F)ccc1N1CCCCC1)CS2 (stereo unspecified)	1	5	4	0	7	5	-11	10	-20	3	-6
CC(C)C(c1nnnn1C1CCCC1)N1CCN(c2ccccc2F)CC1 (stereo unspecified)	-10	0	-2	-20	8	4	0	-3	10	10	-5
CN(C)CCOc1ccccc1C(C)(C)C	0	6	9	-13	12	-14	-11	10	-2	1	-2
CCc1noc(C)c1C(=O)Nc1nc(-c2cc(OC)ccc2OC)cs1	-4	2	23	10	-6	-4	0	16	10	6	-9
COc1ccc(C(=O)C2CCN(CC(=O)Nc3cc(C)cc(C)c3)CC2)cc1	0	-6	-16	9	7	7	7	-15	1	-6	1
Cc1ccc(SCC(=O)Nc2nnc(C(C)(C)C)s2)cc1	2	6	-8	-18	5	-18	-4	-14	3	-14	-7
COc1ccc(-c2ccc3c(c2)S(=O)(=O)c2cccc(C(=O)O)c2C3=O)cc1OC	7	-6	-3	18	-15	8	2	-14	-7	-8	-7
CC(C)c1nnc(NC(=O)CCC(=O)N2CCN(C3c4ccccc4-c4ccccc43)CC2)s1	0	-8	10	-13	-5	-8	4	-11	-22	1	-11
Cc1[nH]c2ccccc2c1C(C[N+](=O)[O-])c1cccs1 (stereo unspecified)	3	-23	4	5	-7	0	0	-5	0	-11	1
CC(C(=O)Nc1ncn[nH]1)N1C(=O)c2ccccc2C1=O (stereo unspecified)	-12	1	11	-5	12	2	3	1	-2	3	-6
O=C(NCc1cccnc1)c1ccc(Cn2c(=S)[nH]c3ccc(Br)cc3c2=O)cc1	0	-10	-6	-22	-2	-19	-1	-13	-39	1	-18
CN(C(=O)c1ccc(NC(=O)Cc2cccc(NC(=O)C3CCN(C(=O)CCc4ccccc4)CC3)c2)cc1)C1CCCC1	-10	5	0	13	11	-2	6	-1	10	0	-9
COc1ccc(COc2ncnc3ccc(Br)cc23)cc1F	2	-4	-37	-47	-19	-8	-15	4	-21	-8	-17
COc1ccc(-n2cc(CNCCCn3ccnc3)c(-c3cccc(F)c3)n2)cc1	15	-14	9	-7	6	-13	2	-2	2	-3	2
COc1ccc(-c2c(-c3cc(OC)cc(OC)c3)n(C)c3ccc(-c4cc(F)cc(OC)c4)cc23)cc1	-16	6	-10	-1	1	-8	4	-7	-9	-18	22
CC(C)CCNC(=O)c1c[nH]c2ccc(S(=O)(=O)N3CCC4(CC3)OCCO4)cc2c1=O	2	-20	16	-13	-5	9	4	24	1	9	5
Cc1ccc(N2C(=O)/C(=C/c3cccnc3)SC2=S)cc1	-11	8	-54	-2	3	3	-19	7	3	-12	2
CC(/C=C/c1ccccc1)=N\NC(=O)c1ccc2c(c1)OCCO2	-3	-31	-28	-20	-58	-23	-2	-19	-57	0	-8
COc1ccc(N2CCN(C(=O)C(=O)c3cc(OC)c(OC)c(OC)c3)CC2)cc1	-13	.	.	.	27	-8	.	.	13	.	-12
Cc1oc(C(C)(C)C)cc1C(=O)N1CCN(c2ccc(C(F)(F)F)cn2)CC1	-9	28	-10	-14	5	0	6	7	-14	3	7
CC(C)[C@H](NC(=O)[C@@H]1Cc2ccccc2CN1)C(=O)NC1CCCCC1	4	-34	-23	2	5	-14	-1	4	7	13	-21
O=CN1CCN(S(=O)(=O)c2ccc(Cl)c(C(=O)O)c2)CC1	-3	0	9	3	-10	-8	-3	6	-20	2	-15
CCc1nnc(NC(=O)c2c(-c3ccccc3)noc2C)s1	-1	-4	10	3	-5	-8	3	5	13	1	10

Reformatted: 2 of the compounds above
Under each structure: NOD2 RIPK2 PPI	NCOA1 inh	TROY NFkB inh	TWEAK Fn14 block	LRH-1 inv ag	COUP-TFII inh	TLR9-MyD88 block	SRC3 inh	NCOA2 inhibitor	EBV LMP1 NFkB	TRAIL sens C8
- CC(C)CCNC(=O)c1c[nH]c2ccc(S(=O)(=O)N3CCC4(CC3)OCCO4)cc2c1=O
    2	-20	16	-13	-5	9	4	24	1	9	5
- Cc1ccc(N2C(=O)/C(=C/c3cccnc3)SC2=S)cc1
    -11	8	-54	-2	3	3	-19	7	3	-12	2

(next part)
SMILES	NOD2 RIPK2 PPI	NCOA1 inh	TROY NFkB inh	TWEAK Fn14 block	LRH-1 inv ag	COUP-TFII inh	TLR9-MyD88 block	SRC3 inh	NCOA2 inhibitor	EBV LMP1 NFkB	TRAIL sens C8
CC(C)c1ccc(C(=O)NCCCc2ccccc2)cc1	12	-63	-62	-23	-97	-9	5	-112	-44	-38	-18
O=S(=O)(NCCc1ccccc1)c1cccc2nsnc12	-12	10	8	15	-17	-5	4	-9	0	5	-5
O=S(=O)(CCc1ccccc1)/N=C/c1cccs1	3	-6	-13	-19	-14	0	-5	0	5	2	-10
CCOC(=O)CC(=O)CSc1nc2cc(C)ccc2cc1C	1	-11	6	-1	7	12	-2	2	7	-7	7
CCCN1Cc2cccc(C(=O)NCc3ccccc3)c2C1=O	5	6	-9	13	33	8	-1	15	15	-2	5
O=C(NCCc1ccccc1)c1cccc(Br)c1	-2	-75	-37	-21	-101	-51	0	-96	-41	-17	-1
S=C(NCc1ccc(Cl)c(Cl)c1)Nc1ccc2c(c1)OCO2	2	-3	3	-7	6	5	-9	21	-4	-1	-1
COc1ccc(-c2nn(CCC(=O)O)cc2/C=C2\SC(N)=NC2=O)cc1	-8	12	6	5	8	4	-1	14	-23	-3	17
Cc1ccccc1NC1C=CS(=O)(=O)C1 (stereo unspecified)	-4	-11	-1	12	7	17	-6	5	-2	2	-6
Cc1cc(OCC(=O)NCC2CCC(C(=O)O)CC2)c2c(C)cc(=O)oc2c1 (stereo unspecified)	-13	4	-9	3	-4	-4	-10	12	-4	-3	-18
CN1CCC(N(C)C(=O)c2ccc(Cl)c(S(=O)(=O)N(C)c3ccc(Cl)cc3)c2)CC1	-1	-23	-4	-17	12	-1	-1	-5	-2	0	0
COC(=O)c1cc(-c2ccc(OC)cc2)nc2nc(SC)[nH]c(=O)c12	-1	2	6	-17	4	20	0	5	-11	-2	14
CCCCn1c(SCC(=O)Nc2cc(C(F)(F)F)cc(C(F)(F)F)c2)nnc1C(CC)N(C)C (stereo unspecified)	1	-4	-5	-17	10	29	-2	17	17	5	-3
CC(=O)Oc1ccc(-c2csc(Nc3ccc(S(N)(=O)=O)cc3)n2)cc1	-9	8	19	16	4	-26	4	11	17	-3	-11
COc1ccccc1OCCNC(=O)CCNC(=O)c1ccccc1OC	8	-8	-4	1	-21	-13	-2	-9	-48	0	1
O=S(=O)([O-])CCC[N+]1(CC#Cc2ccccc2)CCCCC1	-3	-13	17	7	11	2	-20	10	17	1	-1
CC(=O)c1cc(-c2ccccc2)n(CC(=O)NC2CCCC2)c1C	-2	0	21	4	1	8	-4	-7	-1	3	16
O=C(CSc1cn[nH]n1)Nc1nc2ccccc2s1	-7	-52	-66	-2	-46	-30	19	-54	-6	-23	-4
CC1(C)CC(=O)N(c2ccccc2)C1(C)O (stereo unspecified)	-2	4	4	-14	-6	-6	0	8	-1	3	0
COc1ccc(N2C(=O)C3NN=C(C(=O)OCc4ccccc4)C3C2=O)cc1 (stereo unspecified)	1	-5	-6	2	0	11	-4	11	-5	-4	-42
CCCc1cc(=O)[nH]c(SCC(=O)NC)n1	13	7	7	-4	16	-2	-5	-2	-15	5	3
CCc1ccc(C2=C/C(=C/c3cccnc3)C(=O)O2)cc1	-4	-3	-36	-19	10	-7	1	4	-29	3	18
C=C1CSc2nc(=O)c3c4c(sc3n21)CCCC4	5	-2	4	28	-26	2	5	11	-14	-15	14
CC(=C/c1ccccc1)/C=N/n1cnnc1	-1	3	-7	1	-7	-24	-4	11	0	-11	3
CCN(CC)c1ccc(NC(=O)CN(C)Cc2cccs2)cc1	5	-11	-9	-23	5	-7	-6	-16	-6	1	15
O=C(COC(=O)c1ccc([N+](=O)[O-])o1)NCCCc1ccccc1	9	-37	-3	1	-2	1	14	-14	7	2	8
CCOC(=O)c1snc2c(=O)[nH]cnc12	-7	-1	4	4	13	-22	-3	-7	-7	-2	18
Cc1onc(-c2c(F)cccc2Cl)c1C(=O)N1CCCC1	4	-14	-4	10	-2	4	-10	-2	-7	6	-7
Cc1nnc(SCC(=O)NC(C)c2ccccc2)[nH]c1=O (stereo unspecified)	-4	2	5	5	-9	2	-7	-11	-10	2	3
COc1ccccc1N1CCN(C(=O)C2CCN(C(=O)c3ccccc3C)CC2)CC1	-7	-43	1	-5	12	7	-5	-4	-6	5	-8
COc1ccc(CCNC(=O)CCc2cc(OC)c(OC)c(OC)c2)cc1	-11	-5	8	2	4	24	-9	-4	-32	-6	2

A portion of the library (hit frequency here may not be typical).
